Myeloid diff 2 = compounds promoting myeloid differentiation | AID 624256 | ER-HoxA9 myeloid progenitors, lysozyme-GFP differentiation, flow cytometry | calls only at 10 µM | actives 1% (n = 360,000);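 active = normalized GFP-positive differentiation at or above the plate's own cutoff, the solvent-only control mean plus 3 SD; inconclusive = no clear call, values can overlap the other calls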;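 also: cells exposed to compound for four days before flow analysis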
Myeloid diff 2 GFP+ MAC1+ % = second read-out of Myeloid diff 2, no call of its own (marks repeat the call); GFP+ MAC1+ double positive, %; measured here: differentiation confirmed by MAC1 staining
An asterisk follows results filed as active; i = inactive; ? = inconclusive; . = not tested or not shown; + = active, no number.

SMILES	Myeloid diff 2	Myeloid diff 2 GFP+ MAC1+ %
CCCCC[C@@H]1[C@H]2[C@H]3C(=O)N(c4ccccc4)C(=O)[C@H]3CC(=O)[C@H]2[C@H](c2ccccc2)N1S(=O)(=O)c1ccc(C)cc1	i	0.8
COc1ccc(NC(=O)COC(=O)c2ccc3c(c2)OCCO3)cc1	i	0.9
COc1ccc(NC(=O)c2cc(-c3cc(F)ccc3OC)n[nH]2)c(OC)c1	i	0.7
N#Cc1cccc(-c2csc(C(O)(c3ccccc3)C(F)(F)F)n2)c1 (stereo not drawn)	i	1.8
COc1cc(NC(=O)CCN2CCN(c3ccccc3OC)CC2)cc(OC)c1	i	0.5
COc1ccc(NC(=O)c2cc(-c3ccc(F)cc3OC(C)C)n[nH]2)cn1	i	1.1
CN1C[C@@H]2[C@@H]3C(=O)N(C)C(=O)[C@@H]3[C@](Cc3ccccc3)(C1=O)N2C(=O)c1ccccc1	+	11.3*
Cc1ccc(S(=O)(=O)NC(=O)C2(C)CCN2C(=O)C2CC2)cc1 (stereo not drawn)	i	0.8
COc1cc(OC)nc(Nc2nc(C(N)c3ccccc3Cl)cs2)n1 (stereo not drawn)	i	0.9
C[C@@H](O)C#Cc1ccc2c(c1)O[C@H](CN(C)C(=O)Nc1ccccc1)[C@@H](C)CN([C@@H](C)CO)S2(=O)=O	i	0.5
O=C1NC(Cc2ccccc2)c2nc3ccc(F)cc3c(=O)n2-c2ncccc21 (stereo not drawn)	i	1.0
O=C(c1cc2c(c(-c3cccc(-c4ccncc4)c3)n1)[C@H](CCO)N(C(=O)c1ccc3c(c1)OCO3)C2)N1CCOCC1	i	0.4
CCCCN1C(=O)C(CC(=O)NCc2cccc3ccccc23)CC(C(=O)N2CCOCC2)=C1C (stereo not drawn)	i	0.5
CC(C)C[C@@H](CN1CCCC1CN1C(=S)NC[C@@H]1Cc1ccc(O)cc1)N1C[C@H](Cc2ccc(O)cc2)N(CCc2ccccc2)C1=S (stereo partly drawn)	i	2.0
CC1(Cc2ccccc2Cl)C(=O)Nc2c(Cl)ccc(Cl)c21 (stereo not drawn)	i	2.4
CN(Cc1ccc(F)cc1)S(=O)(=O)c1ccc2[nH]c(=O)[nH]c2c1	i	0.9
COc1ccc(CCNC(=O)c2ccc(NC(=O)CC3SC(N4CCCCC4)=NC3=O)cc2)cc1 (stereo not drawn)	i	1.3
Cc1ccccc1CN1C[C@H]2CON(C)[C@H]2C[C@H]1c1cccc(Br)c1	i	0.5
CCc1nc2ccc(C(=O)Nc3cccc(OCC(=O)N(C)C)c3)cn2c1N(CCC(C)C)CCN(C)C	i	0.9
Cc1cccc(C(O)c2ncc(-c3cccc(C(F)(F)F)c3)[nH]2)c1C (stereo not drawn)	i	1.3
COCCNC(=O)C1(C)Cc2c(-c3cccc(C(F)(F)F)c3)ccnc2O1 (stereo not drawn)	i	0.6
C[C@@H]1CN([C@H](C)CO)C(=O)CCCn2cc(nn2)CO[C@H]1CN(C)C(=O)Nc1ccc(-c2cccs2)cc1	i	1.5
NC(=O)C(CCc1nc2ccccc2[nH]1)NS(=O)(=O)c1ccccc1 (stereo not drawn)	i	0.7
Cc1cccc(C)c1N1C(=O)CC(Sc2ccccc2N)C1=O (stereo not drawn)	i	1.0
O=c1ccc2ccccc2c2ccccc12	?	.
COc1ccc(C)cc1NC(=O)Cc1csc(NC(=O)Nc2ccccc2OC)n1	i	1.0
O=C(NCc1cccs1)c1ccc(CS(=O)Cc2ccc(Cl)cc2)o1 (stereo not drawn)	i	0.6
OC(c1ccc(-c2ccccc2)cc1)c1ncc(-c2ccccc2)[nH]1 (stereo not drawn)	i	0.7
COC(=O)c1ccc(COc2cccn3c(N(C)C(=O)CCC4CCCC4)c(C)nc23)cc1	i	1.1
CCOC(=O)c1nn(C)c2[nH]c(=O)n(C)c(=O)c12	i	1.0
Cc1cccc(NC(=O)c2sc3nc(C)nc(N4CCOCC4)c3c2C)c1	i	1.0
C[C@@H]1CN([C@H](C)CO)C(=O)CCCn2cc(nn2)CO[C@H]1CN(C)S(=O)(=O)c1ccc(C#N)cc1	i	1.0
NC(Cc1ccc(Cl)cc1)c1csc(Nc2ccc(C(=O)c3ccccc3)cc2)n1 (stereo not drawn)	i	1.2
CC(=O)Oc1ccc(Cn2c(C)c(C(=O)N(C)Cc3ccc(F)cc3)sc2=O)cc1	i	1.5
CCOc1ccc(CCN2C(=S)N([C@@H](Cc3ccc(O)cc3)CN3CCC[C@@H]3CN3C(=S)NC[C@@H]3CC(C)C)C[C@@H]2Cc2ccc(O)cc2)cc1	+	9.1*
C=Cc1ccc(Cn2c(C)c(C(=O)NCc3cccc(C(F)(F)F)c3)sc2=O)cc1	i	4.7
COc1cccc(S(=O)(=O)N(C)C[C@H]2OCc3cn(nn3)CCCC(=O)N([C@@H](C)CO)C[C@@H]2C)c1	i	1.0
COc1ccc2c(c1)c[n+](C)c1c3cc(OC)c(OC)cc3ccc21	?	.
COC(=O)C[C@@H]1C=C[C@@H](NC(=O)CN(C)C)[C@@H](CO)O1	i	1.6
CC(C)C1C(=O)N(Cc2cn(CCC3OCCCO3)nn2)CCS(=O)(=O)N1Cc1ccc(-c2cccc(N(C)C)c2)cc1 (stereo not drawn)	i	0.6
Cc1ccccc1CNC(=O)c1[nH]c(C(F)(F)F)nc1-c1ccccc1	i	1.5
Cc1ccc([C@H]2N[C@]3(CCCN(CC4CCCCC4)C3=O)[C@H]3C(=O)N(C)C(=O)[C@@H]23)cc1	i	0.4
CCc1cc(-c2nnn(CCC3COCCO3)c2CC)ccc1-c1cn(Cc2ccccc2)nn1 (stereo not drawn)	i	0.0
O=C(O)c1cccc2c1-c1ccc(Cl)cc1C2=O	i	1.4
O=C(/C=C/[C@H]1O[C@@H](n2ccc(=O)[nH]c2=O)[C@H](O)[C@@H]1O)NCCN1CCCCC1	i	1.9
CCCNC(=O)C1(C)CCCN(Cc2csc3ccccc23)C1 (stereo not drawn)	i	0.9
CC(=O)c1ccc(Nc2nc(C(N)Cc3ccc(N)cc3)cs2)cc1 (stereo not drawn)	i	1.5
Cc1ccc(NC(=O)CSc2nnc(NC3CC3)s2)cc1S(=O)(=O)N1CCOCC1	i	1.6
CC1(C(=O)Nc2cccc(C#N)c2)CCN1C(=O)CCc1ccccc1 (stereo not drawn)	i	0.2
COC(=O)c1cc(OC)c(OC)cc1NC(=O)CCN1C(=O)C2CCCCC2C1=O (stereo not drawn)	i	3.0

Random excerpt: 5 entries already listed
SMILES	Myeloid diff 2	Myeloid diff 2 GFP+ MAC1+ %
Cc1ccc(NC(=O)CSc2nnc(NC3CC3)s2)cc1S(=O)(=O)N1CCOCC1	i	1.6
COCCNC(=O)C1(C)Cc2c(-c3cccc(C(F)(F)F)c3)ccnc2O1 (stereo not drawn)	i	0.6
O=C(O)c1cccc2c1-c1ccc(Cl)cc1C2=O	i	1.4
Cc1ccccc1CN1C[C@H]2CON(C)[C@H]2C[C@H]1c1cccc(Br)c1	i	0.5
COc1ccc(NC(=O)c2cc(-c3cc(F)ccc3OC)n[nH]2)c(OC)c1	i	0.7

New compounds follow:
SMILES	Myeloid diff 2	Myeloid diff 2 GFP+ MAC1+ %
COCOCCn1cc(CN2CCS(=O)(=O)N(Cc3ccc(-c4ccccc4)cc3)C(CC(C)C)C2=O)nn1 (stereo not drawn)	i	0.7
CCCNC(=O)N(C)C[C@@H]1Oc2ncc(-c3ccncc3)cc2C(=O)N([C@H](C)CO)C[C@@H]1C	i	0.6
C/C(COc1ccccc1)=N\NC(=O)c1nnn(-c2nonc2N)c1CSc1ccc(C)cc1	i	1.7
COc1ccc(NC(=O)N(C)C[C@H]2OCc3cnnn3CCCC(=O)N([C@@H](C)CO)C[C@H]2C)c(OC)c1	i	0.8
Cc1ccc(S(=O)(=O)N2C[C@H]3C(=O)C[C@@H](c4ccc(Cl)cc4)N(S(=O)(=O)c4ccc(C)cc4)[C@H]3C[C@H]2c2cccc3ccccc23)cc1	i	0.9
CN(CC1COc2ccccc2O1)C(=O)CCNS(=O)(=O)c1ccc(F)c(Cl)c1 (stereo not drawn)	i	2.2
COc1ccc(Cl)cc1-c1cc(C(=O)N[C@H](C)c2ccccc2)[nH]n1	i	1.2
CC1(C(=O)Nc2ccc3[nH]ncc3c2)CCN1C(=O)CC(c1ccccc1)c1ccccc1 (stereo not drawn)	i	1.6
Cc1ccc(S(=O)(=O)N(C)C[C@@H]2OCc3cnnn3CCCC(=O)N([C@@H](C)CO)C[C@@H]2C)cc1	i	0.2
NS(=O)(=O)c1ccc(CCNc2ccn3nc(-c4ccc(OCCN5CCOCC5)cc4)cc3n2)cc1	i	1.1
O=C(c1ccco1)N(Cc1cccnc1)C(c1ccccc1)c1nc2ccccc2[nH]1 (stereo not drawn)	i	0.8
CCC(C)C(=O)C(=O)N1CCC(n2nccc2NC(=O)CCOc2ccccc2)CC1 (stereo not drawn)	i	0.3
CN(C(=O)c1cccc(NC(=O)Cc2cccc(NC(=O)C3CCN(C(=O)c4ccccc4)CC3)c2)c1)C1CC1	i	0.8
O=C(NCc1ccccc1)c1ccc(NC(=O)C2CCC2)cc1	i	0.2
C[C@H]1CN([C@@H](C)CO)S(=O)(=O)c2ccc(Br)cc2O[C@H]1CN(C)S(=O)(=O)c1ccccc1F	i	0.6
CO[C@@H]1CN(C)C(=O)c2cc(NC(=O)Nc3ccc4c(c3)OCO4)ccc2OC[C@@H](C)N(C)C[C@H]1C	i	1.0
OC[C@@H]1CN(Cc2ccc3c(c2)OCO3)C[C@H](n2cnc3c(N4CCN(c5ccccc5)CC4)ncnc32)O1	i	1.2
O=C(Nc1ccc2c(c1)OCCO2)C1c2ccccc2OCC(=O)N1CC(F)(F)F (stereo not drawn)	i	0.5
O=C1CCCCC1Nc1ccc(Br)cc1 (stereo not drawn)	i	0.7
CNC(=O)C1Cc2c(-c3ccc(Cl)cc3)ccnc2O1 (stereo not drawn)	i	1.1
CCN1C(=O)[C@@H]2[C@@H]3CN(S(=O)(=O)c4ccc(C)cc4)[C@@H](c4ccccc4Cl)[C@@H]3C(=O)C[C@@H]2C1=O	i	1.2
O=C(NCc1cccc(C(F)(F)F)c1)c1ccc2sc([C@@H]3O[C@H](CO)[C@@H](O)[C@H]3O)nc2c1	i	0.7
C[C@@H]1CN([C@H](C)CO)C(=O)CCCn2nncc2CO[C@@H]1CN(C)S(=O)(=O)c1ccccc1	i	2.4
CCCNC(=O)C1(C)CCCN(Cc2ccccc2-c2ccccc2)C1 (stereo not drawn)	i	0.8
Fc1ccc(-c2nnc(-c3ccc4ccccc4c3)o2)cc1	i	0.6
Cn1c(=O)c2[nH]c(SCCN3CCOCC3)nc2n(C)c1=S	i	0.9
O=c1cn[nH]c2ccc(Br)cc12	i	1.0
CC(C)N(C)c1ncnc2c1ncn2[C@H]1CN(CCN2CCOCC2)C[C@@H](CO)O1	i	1.0
CNc1nc(NCc2ccc(N(C)C)cc2)c2sccc2n1	i	1.1
C[C@H](O)[C@@H]1CN2CCc3c([nH]c4ccc(-c5ccc6c(c5)OCO6)cc34)[C@@H]2C[C@@H]1N(C)C(=O)Nc1ccc(F)cc1	i	0.7

Record cards (already shown). Order of screens: Myeloid diff 2 | Myeloid diff 2 GFP+ MAC1+ %
Listed for Fc1ccc(-c2nnc(-c3ccc4ccccc4c3)o2)cc1 : i | 0.6
Listed for O=C(NCc1cccc(C(F)(F)F)c1)c1ccc2sc([C@@H]3O[C@H](CO)[C@@H](O)[C@H]3O)nc2c1 : i | 0.7
Listed for O=c1cn[nH]c2ccc(Br)cc12 : i | 1.0
Listed for C[C@H](O)[C@@H]1CN2CCc3c([nH]c4ccc(-c5ccc6c(c5)OCO6)cc34)[C@@H]2C[C@@H]1N(C)C(=O)Nc1ccc(F)cc1 : i | 0.7
Listed for CC(C)N(C)c1ncnc2c1ncn2[C@H]1CN(CCN2CCOCC2)C[C@@H](CO)O1 : i | 1.0

Remaining list, next part:
SMILES	Myeloid diff 2	Myeloid diff 2 GFP+ MAC1+ %
CC(=O)Nc1nc(-c2ccc(-c3ccccc3)cc2)cs1	i	0.2
Cc1ccc(-n2nnnc2CNC(=O)C(=O)c2c[nH]c3ccccc23)cc1C	i	1.4
Cc1ccc(S(=O)(=O)NC(=O)C2(C)CCN2C(=O)c2ccccc2CCc2ccccc2)nc1 (stereo not drawn)	i	1.7
Cn1cnc2c(cnn2C)c1=N	i	0.5
Clc1ccc(CSc2ncnc3c2ncn3C2CCCCO2)cc1 (stereo not drawn)	i	1.9
CN(c1cc2c(c3c1ccn3C)C1CCC2C1)C1CCCCC1 (stereo not drawn)	i	2.3
COc1ccc([C@@H]2[C@@H](C)N(c3ccccc3)c3ccccc3C(=O)N2Cc2ccccc2)cc1	i	1.5
O=C(CC[C@H]1O[C@@H](n2cnc3c(NC(=O)c4ccccc4)ncnc32)[C@H](O)[C@@H]1O)NCc1nc2ccccc2[nH]1	i	0.4
O=C(Cc1cccc(NC(=O)C2CCCN(C(=O)c3ccccc3)C2)c1)Nc1cccc(C(=O)N2CCOCC2)c1 (stereo not drawn)	i	0.3
COc1ccc(NC(=O)C(c2ccncc2)n2c(=O)c(-c3ccccc3)nc3ccccc32)cc1 (stereo not drawn)	i	1.8
COc1ccc([N+](=O)[O-])cc1NC(=O)COC(=O)C12CC3CC(CC(O)(C3)C1)C2	i	0.9
CCN(C(=O)CSc1n[nH]c(-c2ccc(OC)cc2)n1)c1c(N)n(Cc2ccccc2)c(=O)[nH]c1=O	+	5.0*
O=C(NCc1cccc(F)c1)Nc1nnc([C@@H]2C[C@H](O)[C@@H](CO)O2)s1	i	1.0
O=C(CC[C@H]1O[C@@H](n2cnc3c(NC(=O)c4ccccc4)ncnc32)[C@H](O)[C@@H]1O)NCc1ccco1	i	0.0
CCc1ccc(C2CC3C(CN2S(=O)(=O)c2ccc(C)cc2)[C@@H](O)C[C@@H](c2ccc(CC)cc2)N3S(=O)(=O)c2ccc(C)cc2)cc1 (stereo partly drawn)	i	1.8

Screening results from PubChem.

These rows are one share of the data. The share of hits here may be higher or lower than overall.
